From PubChem BioAssay
CHO-K1 Ca ag – counter-screen for M1 agonists: effect in parental CHO-K1 cells; Fluo-8 calcium fluorescence; scaled to maximal ATP response, vehicle zero; hit rate 0.48% among 360,000; activation, % at 3 µM; in the data active = activation above about 15%;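 also: untransfected CHO-K1 host cells lacking M1 receptor as counterscreen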
TAAR1 ag – human TAAR1 agonism; Q96RJ0; hit rate 0.99% among 360,000; CHO RD-HGA16 TAAR1, Fluo-8 calcium fluorescence; vehicle wells 0%, saturating PEA agonist 100%; activation, % at 3 µM; AID 624467;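 active = activation above the mean activation of all test compounds in the run plus 3 SD, cut at about 38% in these data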
Target sequence (Q96RJ0 whole entry, looked up): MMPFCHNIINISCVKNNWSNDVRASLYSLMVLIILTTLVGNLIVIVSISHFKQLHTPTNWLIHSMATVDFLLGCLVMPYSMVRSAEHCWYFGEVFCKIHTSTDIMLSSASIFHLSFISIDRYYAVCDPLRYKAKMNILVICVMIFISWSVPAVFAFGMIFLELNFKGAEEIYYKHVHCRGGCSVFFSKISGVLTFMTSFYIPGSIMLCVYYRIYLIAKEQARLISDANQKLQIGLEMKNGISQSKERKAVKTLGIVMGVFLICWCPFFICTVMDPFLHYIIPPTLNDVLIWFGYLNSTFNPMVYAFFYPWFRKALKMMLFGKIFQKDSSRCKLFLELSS
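Test system: RD-HGA16 (CHO) cells co-expressing Gα16 and hTAAR1 / Benchmarks: DMSO vehicle as 0%, PEA at EC100 as 100% / Repeats: no replicates (n 1) / Measure: % activation from peak over basal fluorescence ratio, DMSO-to-PEA scaled / Timing: 17-24 h plating, Fluo-8 75 min 37 °C, 30 min RT / Technique: kinetic Fluo-8 calcium fluorescence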
CHO-K1 Ca antag – nonselective inhibitor or artifact in parental CHO-K1 cells. ATP-induced calcium, Fluo-8 fluorescence. inhibition, % at 3 µM. hit rate 0.6% among 360,000;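 active = inhibition above a per-plate cutoff, the plate's mean sample inhibition plus 3 SD, cut at about 24% in these data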;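 also: 0% = DMSO plus EC80 ATP and 100% = DMSO alone without ATP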
CHRM1 PAM – potentiates human M1 receptor response to acetylcholine; P11229; CHO-K1 hM1, Fluo-8 calcium fluorescence, ACh EC20; 0% = ACh EC20, 100% = maximal ACh; activation, % at 3 µM; hit rate 0.088% among 360,000; AID 588819; in the data active = activation above about 19%, passing the limit was not always enough
Target sequence (P11229 whole entry, looked up): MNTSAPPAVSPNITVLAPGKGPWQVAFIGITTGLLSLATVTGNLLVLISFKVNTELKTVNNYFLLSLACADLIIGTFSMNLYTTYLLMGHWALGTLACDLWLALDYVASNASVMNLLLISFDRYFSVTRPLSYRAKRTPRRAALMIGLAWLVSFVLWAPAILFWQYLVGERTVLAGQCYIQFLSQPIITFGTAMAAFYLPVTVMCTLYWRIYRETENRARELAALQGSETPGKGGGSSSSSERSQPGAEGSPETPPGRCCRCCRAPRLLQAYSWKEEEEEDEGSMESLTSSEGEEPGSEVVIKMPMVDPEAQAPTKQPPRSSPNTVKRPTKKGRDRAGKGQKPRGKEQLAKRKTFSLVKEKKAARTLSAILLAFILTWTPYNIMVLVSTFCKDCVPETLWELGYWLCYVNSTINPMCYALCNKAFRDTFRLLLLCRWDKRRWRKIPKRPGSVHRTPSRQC
M1 antag – human CHRM1 antagonism. P11229. CHO-K1 hM1, Fluo-8 calcium fluorescence, ACh EC80 antagonist. inhibition, % at 3 µM. hit rate 1.3% among 360,000;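 active = percent inhibition above its own plate's cutoff, namely the mean of that plate's compound wells plus 3 SD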;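 also: peak over basal fluorescence ratio during 140 s after agonist addition; 0% = ACh EC80 plus DMSO and 100% = DMSO alone without agonist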
CHRM1 agonist – human M1 muscarinic receptor agonism; P11229; CHO-K1 hM1, Fluo-8 calcium fluorescence, agonist mode; 0% DMSO, 100% acetylcholine EC100; activation, % at 3 µM; hit rate 0.33% among 360,000;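 active = activation above the run's mean compound activation plus 3 SD, cut at about 16% in these data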;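 also: peak over basal fluorescence ratio within a 140 s kinetic read after compound addition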
CHO-K1 Ca PAM – nonselective activator or artifact in parental CHO-K1 calcium assay; ATP EC20, Fluo-8 calcium fluorescence; 0% at ATP EC20, 100% at ATP max; hit rate 0.02% among 360,000; activation, % at 3 µM;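 active = activation above the run cutoff, the mean activation of all test compounds plus 3 SD, cut at about 40% in these data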;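 also: peak over basal fluorescence ratio in a 140 s read after ATP addition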
TAAR1 antag – antagonists of human TAAR1. Q96RJ0. hit rate 1.5% among 360,000. inhibition, % at 3 µM. AID 624466. CHO RD-HGA16 TAAR1, Fluo-8 calcium fluorescence, antagonist;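 active = inhibition above a per-plate cutoff, the mean inhibition of test compounds on that plate plus 3 SD, cut at about 49% in these data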;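 also: 0% = DMSO plus EC80 beta-PEA response and 100% = DMSO alone without agonist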
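Test system: RD-HGA16 CHO cells with stable hTAAR1 and Gα16 / Probe or stimulus: EC80 β-phenethylamine stimulus / Times: seeding 17-24 h prior, 75-min 37 °C, 30-min RT dye loading / Detection: Fluo-8 calcium-sensitive fluorescence / Read-out basis: % inhibition scaled between DMSO and EC80 PEA controls / Repeats: singlicate, one well per test compound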
CHO parental Ca – signal in parental CHO cells, OX1R antagonist counter-screen; parental CHO-K1, ATP-induced calcium, Fluo-8 fluorescence; inhibition, % at 5.6 µM; hit rate 0.63% among 330,000;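 active = inhibition above that plate's mean sample inhibition plus 3 SD, cut at about 26% in these data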;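 also: 0% = ATP-challenged DMSO wells and 100% = DMSO wells without ATP; some compounds past the cut are filed as inactive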
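Test system: parental CHO cells; detection: calcium-sensitive Fluo-8 fluorescence; evaluation: percent inhibition of calcium signal; also added: ATP as calcium-mobilizing challenge; repeats: one well per compound; control set: ATP-challenged DMSO wells low, unchallenged DMSO wells high; compound: single nominal dose of 5.6 µM per compound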
Active calls of the source: *; · = not tested or not shown.

Order of values: CHO-K1 Ca ag, TAAR1 ag, CHO-K1 Ca antag, CHRM1 PAM, M1 antag, CHRM1 agonist, CHO-K1 Ca PAM, TAAR1 antag, CHO parental Ca
- CN(CC(=O)Nc1c(Cl)cccc1Cl)C(=O)CC1OC(=O)c2ccccc21 (stereo not given)
    0.0, 0, -6, 2, -4, -2, 5, 5, -1
- COc1cccc(-n2cc(CNCc3c(C(=O)N(C)C)nc4ccc(Cl)cn34)cn2)c1
    3.9, 7, -7, -4, 4, -4, 5, 20, -20
- COc1ccc(S(=O)(=O)NCCc2cn3nc(C)c(C)nc3n2)cc1C
    0.9, -1, -13, 15, -19, -4, 22, -20, -2
- COc1cc(C(C#N)N2CCOCC2)ccc1O (stereo not given)
    0.1, 8, -6, 3, 2, -2, 16, -12, -3
- O=C(NCc1ccc2c(c1)OCO2)c1cc(F)c(F)cc1Cl
    -0.2, -1, -12, 4, -13, -6, 15, -7, 1
- CCCCOc1ccc(/C=C(\C(=O)O)c2ccc(S(=O)(=O)N3CCCC3)s2)cc1
    -0.4, 6, -9, 9, -8, -7, -3, 9, -8
- NS(=O)(=O)c1ccc(CCNC(=O)COC(=O)C2CCC2)cc1
    0.0, 7, -13, -2, 1, -1, -3, -11, -18
- Cc1ccc(S(=O)(=O)CCC(=O)OCC(=O)c2c(C)[nH]c3ccccc23)cc1
    4.2, 6, 7, -10, 10, -6, 8, 30, -19
- O=C1C(=Cc2cn(-c3ccccc3)nc2-c2ccc(OCc3ccc(Cl)cc3)cc2)SC(=S)N1CCS(=O)(=O)O
    0.0, 6, 11, 10, -5, 1, -9, -11, ·
- Cc1ccc(C(=O)N2CCN(S(=O)(=O)c3ccccc3)CC2)s1
    0.3, 1, -13, 2, -2, -3, -11, -18, -13

3 compounds already listed, ordered by count of non-hydrogen atoms, low to high:
Order of values: CHO-K1 Ca ag, TAAR1 ag, CHO-K1 Ca antag, CHRM1 PAM, M1 antag, CHRM1 agonist, CHO-K1 Ca PAM, TAAR1 antag, CHO parental Ca
- COc1ccc(S(=O)(=O)NCCc2cn3nc(C)c(C)nc3n2)cc1C
    0.9, -1, -13, 15, -19, -4, 22, -20, -2
- CCCCOc1ccc(/C=C(\C(=O)O)c2ccc(S(=O)(=O)N3CCCC3)s2)cc1
    -0.4, 6, -9, 9, -8, -7, -3, 9, -8
- O=C1C(=Cc2cn(-c3ccccc3)nc2-c2ccc(OCc3ccc(Cl)cc3)cc2)SC(=S)N1CCS(=O)(=O)O
    0.0, 6, 11, 10, -5, 1, -9, -11, ·

Following part.
Order of values: CHO-K1 Ca ag, TAAR1 ag, CHO-K1 Ca antag, CHRM1 PAM, M1 antag, CHRM1 agonist, CHO-K1 Ca PAM, TAAR1 antag, CHO parental Ca
- Cc1ccc(C)c(N)c1
    0.6, 2, -14, -2, 0, -2, 10, 0, 3
- COC(=O)c1ccc(COc2ccc(C(=O)c3ccccc3)cc2)o1
    0.4, 1, -4, -5, 8, -5, 9, -17, -17
- O=C(c1ccc2c(c1)OCO2)C1CCCN(Cc2ccc(OC(F)F)cc2)C1 (stereo not given)
    8.6, -1, -5, -24, 91*, 0, 4, 2, -13
- CCOc1ccccc1NC(=O)NC1CCN(CC(=O)Nc2ccc3c(c2)OCCO3)CC1
    0.1, 9, 4, 5, -7, -4, -8, 14, -22
- COC(=O)c1ccccc1NC(=O)COc1ccc(S(=O)(=O)NC(C)C)cc1
    1.1, 6, -5, 1, 2, -5, 1, 21, -4
- CC(C)(C)OC(=O)N1CCCC(C(=O)Nc2cccc(C(=O)N3CCCC3)c2)C1 (stereo not given)
    4.3, 12, 3, -4, 10, -3, 3, 2, -13
- CC(=O)N1CCN(c2ccc(Oc3ncnc4sccc34)cc2)CC1
    1.7, 9, -13, 4, 3, -3, 13, -7, -8
- O=C(O)C1CCCCC1C(=O)Nc1ccc(S(=O)(=O)N2CCOCC2)cc1 (stereo not given)
    0.5, 1, -11, 7, -10, -7, 4, 13, ·
- COc1ccc(Cl)cc1Nc1cc(C)nc2nc(C)nn12
    0.6, -1, -3, 17, -4, 0, 10, -6, -19
- Cc1cc(C)n2cc(CSc3ccc(Cl)cc3)nc2n1
    2.5, 5, -6, -2, -5, -3, 4, -20, -16
- Cc1nc(-c2ccc(Cl)cc2)sc1C1(C)CC(c2cccnc2)=NO1 (stereo not given)
    0.9, 7, -7, 0, 10, -3, 6, 15, -16
- Fc1ccc(-c2cc(C(F)(F)F)nc(-n3cncn3)n2)cc1
    0.3, -1, -14, 4, -5, -5, 9, 0, -16
- CC(=O)c1cc(C#N)c(Oc2ccc(F)cc2)nc1C
    0.0, 0, -10, 10, -32, -1, 10, -3, 2
- COC(=O)c1ccc(CN2CCC(n3nccc3NC(=O)C3CCCC3)CC2)cc1
    -0.4, 0, 5, -8, 4, 21*, -13, -11, -16
- COc1ccc(C(=O)NCc2nnc(SCC(=O)NO)n2Cc2ccccc2)cc1
    0.1, 5, -9, 6, -5, -4, 17, -7, -4
- CCCCn1c(N)c(N(CC(C)C)C(=O)C2CCN(c3ncnc4sc(C)c(C)c34)CC2)c(=O)[nH]c1=O
    0.4, 3, -9, 6, -13, -2, 1, -12, -19
- S=C(Nc1ccc2c(c1)OCO2)Nc1ccccc1Cl
    -0.4, 0, -2, -1, 3, -3, 0, -6, 5
- CC1(C)CC(=O)C2=C(C1)OC(N)=C(C#N)C2c1cccc(OC(=O)c2ccco2)c1 (stereo not given)
    -0.4, 6, 23, -5, 16, -4, -14, -24, -16
- CC(=O)Nc1sc(/C(C#N)=C\c2cccc(Cl)c2)nc1-c1ccc(C)cc1
    2.2, 33, 6, -7, 13, 0, 3, 52*, 16
- CCOC(=O)c1csc(NC(=O)CSc2nnnn2-c2ccc(OC)c(OC)c2)n1
    0.5, 8, -7, -2, 6, -3, 9, 0, -6

At a glance, some entries already given.
Order of values: CHO-K1 Ca ag, TAAR1 ag, CHO-K1 Ca antag, CHRM1 PAM, M1 antag, CHRM1 agonist, CHO-K1 Ca PAM, TAAR1 antag, CHO parental Ca
- Cc1nc(-c2ccc(Cl)cc2)sc1C1(C)CC(c2cccnc2)=NO1 (stereo not given)
    0.9, 7, -7, 0, 10, -3, 6, 15, -16
- Fc1ccc(-c2cc(C(F)(F)F)nc(-n3cncn3)n2)cc1
    0.3, -1, -14, 4, -5, -5, 9, 0, -16
- CC(=O)c1cc(C#N)c(Oc2ccc(F)cc2)nc1C
    0.0, 0, -10, 10, -32, -1, 10, -3, 2
- COC(=O)c1ccc(CN2CCC(n3nccc3NC(=O)C3CCCC3)CC2)cc1
    -0.4, 0, 5, -8, 4, 21*, -13, -11, -16
- COc1ccc(C(=O)NCc2nnc(SCC(=O)NO)n2Cc2ccccc2)cc1
    0.1, 5, -9, 6, -5, -4, 17, -7, -4

Following part:
Order of values: CHO-K1 Ca ag, TAAR1 ag, CHO-K1 Ca antag, CHRM1 PAM, M1 antag, CHRM1 agonist, CHO-K1 Ca PAM, TAAR1 antag, CHO parental Ca
- CCOc1ccc(NC(=O)COC(=O)CC2CCCCC2)cc1
    -0.5, -5, -3, 12, -7, -5, -3, -19, -7
- CC1(C)CC(=O)C2=C(C1)OC(N)=C(C#N)[C@@H]2c1ccccc1[N+](=O)[O-]
    3.3, 2, 2, 12, -16, 0, 2, -8, -5
- Cc1ccccc1CC1(CO)CCCN(C(=O)c2cc(Cl)ccc2F)C1 (stereo not given)
    3.7, 9, -16, 7, -5, -4, 16, 7, -16
- O=C(COC(=O)c1cccc(Br)c1)Nc1cccc(S(=O)(=O)N2CCCCC2)c1
    6.3, 3, -3, -13, 21, 1, -1, 30, ·
- CC(=O)N(C)c1ccc(NC(=O)Nc2ccc(Cl)cc2)cc1
    14, 44*, 17, -16, 36, 4, -4, 102*, 14
- C[C@@H]1CN([C@H](C)CO)C(=O)CCCn2nncc2CO[C@@H]1CN(C)S(=O)(=O)c1ccc2c(c1)OCCCO2
    0.7, 5, -12, -6, 22, -6, 20, 1, ·
- COc1cccc(C(=O)NCc2cn3ccsc3n2)c1
    -0.4, 1, 3, 0, 0, -2, -7, -9, -1
- CCCOc1ccc(CCC(=O)O)cc1
    -0.4, 7, -3, 8, -8, -2, -5, 16, 15
- CC(NCC(=O)Nc1ccccc1C(=O)NC1CC1)c1ccc(Cl)cc1 (stereo not given)
    4.4, 7, -18, 1, -18, 1, 7, 30, ·
- COc1nc(/C=C/N(C)C)c([N+](=O)[O-])c(OC)n1
    0.1, -1, -2, 4, -10, -3, 8, -4, -19
- CCC(C)c1ccccc1NC(=O)CN(C)CC(=O)Nc1ccccc1SC (stereo not given)
    3.3, 5, -12, 2, -2, -4, 9, -20, -20
- CCc1ccc(NC(=O)C2=CC(c3cccs3)=NS(=O)(=O)N2C)cc1
    1.0, -1, -13, 2, -14, -1, 7, 0, -6
- Cc1cc(C)cc(NC(=O)NC(C)C2CCCO2)c1 (stereo not given)
    -0.1, 3, 5, 17, -12, -3, 16, 7, -9
- Cc1nnc(SCC(=O)N(C)c2ccccc2)n1-n1cccc1
    1.2, ·, -6, 16, -20, 1, -11, ·, -19
